High-throughput results as filed in PubChem.
ASAP1 GAP inh – ASAP1 ArfGAP inhibition; ASAP1-stimulated ARF1 GTP hydrolysis, GDP FP detection; inhibition, % at 16.5 µM; 0.19% of 360,000 active; AID 624377; in the data active = inhibition above about 25%;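 also: 0% = vehicle with enzyme and substrate and 100% = no enzyme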
Target sequence (Q9ULH1 325-724 limits assumed): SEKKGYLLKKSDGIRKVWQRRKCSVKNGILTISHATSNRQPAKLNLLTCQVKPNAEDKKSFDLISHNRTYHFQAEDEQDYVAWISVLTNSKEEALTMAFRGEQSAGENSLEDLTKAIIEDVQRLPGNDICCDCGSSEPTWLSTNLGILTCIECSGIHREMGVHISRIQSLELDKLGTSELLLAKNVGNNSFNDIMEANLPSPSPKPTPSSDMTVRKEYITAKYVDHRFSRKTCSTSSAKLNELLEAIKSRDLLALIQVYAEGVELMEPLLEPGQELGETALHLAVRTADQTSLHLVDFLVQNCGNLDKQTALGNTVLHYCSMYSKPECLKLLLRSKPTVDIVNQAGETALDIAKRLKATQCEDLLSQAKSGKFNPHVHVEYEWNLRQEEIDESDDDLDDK
ADAM10 inh – ADAM10 inhibition, QFRET primary screen; inhibition, % at 7 µM; AID 720582; recombinant ADAM10, EDANS/DABCYL FRET peptide cleavage, 3 h; 0.62% of 370,000 active; O14672;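 active = inhibition above a per-campaign cutoff equal to the mean of compounds falling between control-based bounds plus 3 SD, cut at about 20% in these data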;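 also: 0% = DMSO wells while the 100% control is not disclosed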
Target sequence (O14672 214-748 limits assumed): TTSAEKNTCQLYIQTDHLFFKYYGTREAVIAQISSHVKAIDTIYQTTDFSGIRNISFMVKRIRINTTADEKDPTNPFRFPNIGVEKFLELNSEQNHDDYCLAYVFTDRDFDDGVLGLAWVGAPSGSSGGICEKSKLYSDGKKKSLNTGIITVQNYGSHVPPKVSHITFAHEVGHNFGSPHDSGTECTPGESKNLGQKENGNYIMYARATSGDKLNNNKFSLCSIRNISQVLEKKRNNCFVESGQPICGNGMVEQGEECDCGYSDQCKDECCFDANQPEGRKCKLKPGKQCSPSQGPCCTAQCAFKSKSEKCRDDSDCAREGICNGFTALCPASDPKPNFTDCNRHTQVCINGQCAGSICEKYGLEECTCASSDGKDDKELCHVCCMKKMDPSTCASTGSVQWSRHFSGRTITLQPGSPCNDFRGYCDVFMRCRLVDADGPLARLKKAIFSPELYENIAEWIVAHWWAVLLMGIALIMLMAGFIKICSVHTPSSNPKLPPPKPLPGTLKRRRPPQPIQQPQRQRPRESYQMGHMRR
ARFGAP1 inhibitor – inhibits rat ARF GTPase activating protein 1 | Q62848 | Arfgap1-stimulated ARF1 GTP hydrolysis, GDP FP detection | inhibition, % at 16.5 µM | 0.26% of 360,000 active | AID 651572;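 active = inhibition above a per-plate limit, mean inhibition of low control wells plus 3 SD, cut at about 25% in these data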;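 also: 0% = DMSO wells with enzyme and 100% = wells lacking Arfgap1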
Target sequence (Q62848 1-136 limits assumed): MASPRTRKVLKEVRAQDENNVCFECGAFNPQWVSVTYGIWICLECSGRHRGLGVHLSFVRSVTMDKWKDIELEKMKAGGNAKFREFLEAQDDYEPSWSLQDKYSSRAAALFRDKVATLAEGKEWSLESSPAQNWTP
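System: truncated rat Arfgap1 GAP domain / Benchmarks: high control wells lacking Arfgap1, low control full reaction with DMSO / Times: compound-enzyme preincubation 20 min, reaction 120 min, detection 60 min, 25 °C / Repeats: one replicate per compound / Also added: human ARF1(Δ1-17)-GTP substrate / Measured by: Tracer-displacement fluorescence polarization with EDTA stop, 620/688 nm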
Tn6 DDE FP – disrupts Tn6 cyclic peptide binding to fibrin D-Dimer-E complex | P02675 | Fibrin DD(E) TRITC-Tn6 fluorescence polarization displacement | inhibition, % at 8.3 µM | 0.21% of 370,000 active | AID 720509;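 active = inhibition above a per-campaign cutoff: mean of compounds within control limits plus 3 SD, cut at about 15% in these data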;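 also: 0% = median of all compound wells on the plate and 100% = blocking peptide control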
TDP2 absorb – blocks human TDP2 phosphodiesterase activity | recombinant TDP2, T5PNP hydrolysis, p-nitrophenol absorbance 415 nm | inhibition, % at 12.8 µM | 0.34% of 370,000 active;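 active = inhibition above the mean of all tested compounds plus 3 SD, set per campaign, cut at about 25% in these data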;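 also: 0% = DMSO with enzyme and 100% = buffer with substrate but no TDP2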
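Evaluation: % inhibition relative to enzyme-containing and enzyme-free wells. Material: recombinant human TDP2. Benchmarks: enzyme-free and DMSO wells. Timing: enzyme reaction with compound for 2 h at 37 °C. Compound dosing: 12.8 µM only. Measured by: p-Nitrophenol epi absorbance. Reagent: T5PNP substrate at 5 mM, a TopII-DNA adduct mimic. Replication: single well per compound.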
ADAM17 inh – inhibitors of human ADAM17; 0.83% of 370,000 active; inhibition, % at 6.95 µM; AID 720648; recombinant ADAM17, EDANS/DABCYL FRET peptide cleavage;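 active = inhibition above the mean of compounds lying between control limits plus 3 SD, set per campaign, cut at about 8.5% in these data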;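 also: 0% = DMSO-only wells as the low control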
LEDGF integ inh – blocks HIV-1 LEDGF/p75-dependent DNA integration; inhibition, % at 3.7 µM; TR-FRET IN-LEDGF/p75 DNA integration, Eu/Cy5; 0.64% of 370,000 active;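 active = inhibition above the screen-wide mean plus 3 SD, cut at about 13% in these data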;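 also: signal is the Cy5 over europium emission ratio at 671 and 618 nm; 0% = plate median of compound wells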
PLC-gamma1 inh – blocks human PLC-gamma1 enzyme activity | P19174 | purified PLC-gamma1, fluorogenic substrate, fluorescence | inhibition, % at 12.2 µM | 0.84% of 370,000 active | AID 720700; in the data active = inhibition above about 9.5%
proKLK7 act – activates the human kallikrein-7 zymogen. P49862. AID 652039. purified proKLK7, EDANS-DABCYL substrate fluorescence; 100% is mature enzyme control, 0% vehicle. 0.9% of 370,000 active. activation, % at 7 µM;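 active = activation above the mean of all tested compounds plus 3 SD, computed per campaign excluding outliers beyond control limits, cut at about 13% in these data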
DDE Tn7 FP inh – DD(E)-Tn7 binding inhibition, primary FP screen. AID 720508. FP displacement of FITC-Tn7 peptide from fibrin DD(E); 0% = median of compound wells per plate. 0.13% of 370,000 active. inhibition, % at 8.3 µM;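 active = inhibition above the mean of compounds falling within the control limits plus 3 SD of them, cut at about 14% in these data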;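 also: 0% = plate median of compound wells and 100% = 10 µM Aha-Tn7 peptide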
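Also added: labelled Tn7 tracer, 0.1 µM; Assay system: human fibrin DD(E) protein; Amount: 2 µM fibrin DD(E); Schedule: 10 min compound pre-incubation, 3 h probe incubation at room temperature; Repeats: one replicate per compound; Read-out basis: percent inhibition; Measured by: fluorescence polarization of the labelled Tn7 tracer.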
The depositor's hits bear a star; / = not tested or not shown. An unsorted share of the library; overall some 4.2% were active at least once.

SMILES	ASAP1 GAP inh	ADAM10 inh	ARFGAP1 inhibitor	Tn6 DDE FP	TDP2 absorb	ADAM17 inh	LEDGF integ inh	PLC-gamma1 inh	proKLK7 act	DDE Tn7 FP inh
COc1cccc(OC2(C)CCN(Cc3ccc(-c4ccccn4)cc3)C2)c1 (stereo unspecified)	8	9	-8	3	2	1	-1	0	0.9	2
Cc1ccc(C(=O)NCc2ccc3c(c2)OCO3)cc1S(=O)(=O)N1CCOCC1	-21	4	2	3	1	2	-5	3	0.3	1
COc1ccc(NC(=O)N2CCCC(CNS(=O)(=O)c3cccs3)C2)c(C)c1 (stereo unspecified)	5	0	-16	4	6	-3	1	-4	0.4	2
CN(C)Cc1n[nH]c(=O)c2ccccc12	0	2	0	7	8	0	0	1	0.2	-1
COc1cc(OC)cc(-c2sc3ccc(OC)cc3c2C#CC2(N)CCCCC2)c1	-9	-126	22	1	8	-38	9	-62	-12	5
COc1ccccc1CN(C)C(=O)c1cc(S(=O)(=O)N2CCCCCC2)ccc1OC	-2	-9	-7	-3	3	-2	-2	-1	0.1	-3
C=CCN1C(=O)[C@@H](CC(=O)NCCCN2CCCC2=O)[C@]2(C(=O)OCC)CCCCC/C=C/12	/	-1	/	-3	-4	-1	-2	-4	0.5	2
CCCN(CC1CC1)C(=S)NC(=O)c1ccccc1Br	-2	-3	2	7	2	0	-1	-2	0.0	1
Cc1ccccc1-c1ccc2c(c1)[C@@H]1C[C@H](N(C)C(=O)Nc3ccccc3)[C@H]([C@H](C)O)CN1CC2	-4	-40	-2	1	0	-8	1	-35	3.0	-2
O=C(CSc1n[nH]c(C2CCCC2)n1)NC1CCCC1	-2	0	3	-2	-2	-4	1	4	0.5	3
C/C(=N/O)c1cccc(N2Cc3ccccc3C2)c1	1	-3	3	4	0	-2	-3	-3	-0.8	-1
CSc1ccccc1NC(=O)c1c(Br)cnn1C	6	-2	-11	0	11	-4	0	-2	0.1	1
NC(=O)[C@H]1CC2(CC(c3cccc(NC(=O)CC(c4ccccc4)c4ccccc4)c3)=NO2)CN1C(=O)c1ccccc1C(=O)c1ccccc1 (stereo partly specified)	14	20*	-3	-7	-6	9	0	0	0.1	5
Cc1c(NC(=O)Cn2nc(C(F)(F)F)c3c2CCCC3)c(=O)n(-c2ccccc2)n1C	1	8	10	3	1	-6	1	-1	0.2	6
COc1cc(C)ccc1OCc1cc(C(=O)N2CCN(C)C[C@@H]2c2ccccc2)no1	-3	-6	-9	5	4	-3	0	1	0.4	-10
CCOC(=O)c1cc([N+](=O)[O-])sc1NC(=O)CC	-2	4	11	-5	-7	0	1	5	0.2	5
O=S(=O)(c1cc(Cl)ccc1Cl)N1CCc2ccccc21	12	-2	-3	-2	2	2	4	-1	0.5	4
COc1ccc(NC(=O)CCS(=O)(=O)c2ccc(Br)s2)cc1	8	-17	4	0	-11	-2	-4	7	0.1	10
COc1ccc(-n2ncc3c(=O)n(CC(=O)N4c5ccccc5CC4C)cnc32)cc1 (stereo unspecified)	-9	2	0	-4	0	-3	0	2	-0.1	6
COCCC(=O)N1CCC(Oc2ccc(C(=O)N3CCCC(OC)C3)cc2)CC1 (stereo unspecified)	-8	5	-18	-4	-6	-4	-3	4	0.2	5
CCOc1ccc(NS(=O)(=O)c2ccc3[nH]c(=O)cc(C(=O)O)c3c2)cc1	5	4	6	-3	-1	0	3	7	-1.0	-4
COc1ccc(CCNC(=O)[C@H](C)NC(=O)[C@@H]2CSC3c4ccccc4C(=O)N32)cc1 (stereo partly specified)	5	-1	9	-4	2	-1	3	6	0.0	-2
O=C(COc1ccc(F)cc1Br)NCc1ccccn1	-10	-6	5	1	0	-5	2	-4	-0.4	2
COC(=O)[C@@]12CCCCN1[C@H](c1ccc(-c3cccc(Cl)c3)c(OC)c1)[C@@H]1C(=O)N(C)C(=O)[C@@H]12	1	14	4	6	8	-4	-4	1	0.6	-4
COc1cc(OC)cc(C(=O)N[C@H](C(=O)OCC(=O)c2ccc3c(c2)NC(=O)CO3)C(C)C)c1	10	1	-4	-4	0	0	0	-8	0.5	4

Reprinted from the part before: 4 entries; new compounds follow.
SMILES	ASAP1 GAP inh	ADAM10 inh	ARFGAP1 inhibitor	Tn6 DDE FP	TDP2 absorb	ADAM17 inh	LEDGF integ inh	PLC-gamma1 inh	proKLK7 act	DDE Tn7 FP inh
COc1ccc(CCNC(=O)[C@H](C)NC(=O)[C@@H]2CSC3c4ccccc4C(=O)N32)cc1 (stereo partly specified)	5	-1	9	-4	2	-1	3	6	0.0	-2
O=C(COc1ccc(F)cc1Br)NCc1ccccn1	-10	-6	5	1	0	-5	2	-4	-0.4	2
COC(=O)[C@@]12CCCCN1[C@H](c1ccc(-c3cccc(Cl)c3)c(OC)c1)[C@@H]1C(=O)N(C)C(=O)[C@@H]12	1	14	4	6	8	-4	-4	1	0.6	-4
COc1cc(OC)cc(C(=O)N[C@H](C(=O)OCC(=O)c2ccc3c(c2)NC(=O)CO3)C(C)C)c1	10	1	-4	-4	0	0	0	-8	0.5	4
COc1cc(/C=C2/N=C(c3ccccc3)OC2=O)c(F)cc1OCc1ccccc1	-8	7	-3	-1	9	-2	2	-1	0.4	-4
O=C(Nc1ccc(F)cc1)Nc1sccc1-c1nc2ccccc2s1	-1	-63	3	-13	-9	-25	0	-482	32*	-6
Cc1ccc2nsnc2c1S(=O)(=O)Nc1ccccc1C(=O)O	-2	-6	-8	-7	12	-4	2	1	-0.1	6
CC1=C(C(=O)OCC2CCCO2)C(c2cccc(C(F)(F)F)c2)C2=C(CC(c3ccco3)CC2=O)N1 (stereo unspecified)	-5	-40	-11	-3	0	-16	-1	-35	-3.5	5
COc1cc2c(cc1NC(=O)c1ccccc1F)CCCC2	-6	5	-5	-2	-5	1	-5	-3	-0.5	8
O=C(COC(=O)c1ccc[nH]c1=O)Nc1ccc2c(c1)OC(F)(F)O2	16	4	-2	12	0	-1	-3	2	0.2	-1
Cc1ccc(OCC(=O)N/N=C/c2ccco2)cc1	-8	-4	6	2	11	-5	-2	-4	-0.1	6
CCOC(=O)c1ncn2c1[C@@H]1CCNC1C(=O)c1cc(OC)ccc1-2 (stereo partly specified)	-24	-3	13	-3	-4	-2	-1	-1	0.6	-6
Cc1ccc2[nH]c(=O)c(CN(CC3CCCO3)C(=O)c3cccs3)cc2c1 (stereo unspecified)	-7	-13	2	-1	-16	-5	3	4	0.3	-5
COCCn1c(Cc2ccccc2)nnc1SCC(=O)NC(C)C	16	4	-7	1	-9	0	-2	5	-0.4	-5
COCCNC(=O)c1ccc(N2CCCCC2)c(NS(=O)(=O)c2ccc(C)cc2)c1	1	-13	-5	0	8	-6	0	-3	0.3	6
CN1CCC(OC(=O)COc2ccc(Cl)cc2Cl)CC1	-7	-4	3	-2	-1	-1	-4	3	0.3	-5
COc1ccccc1-c1noc(-c2cc(OC)c(OC)c(OC)c2)n1	16	3	-3	2	-6	3	1	0	-0.1	-2
CCC(C(=O)Nc1ccccc1OC)n1c(C(=O)OC)cc2ccsc21 (stereo unspecified)	3	8	-1	-1	-12	5	5	4	-0.4	-6
c1ccc2c(c1)ccc1nnc(SCc3ccc4c(c3)OCO4)n12	-10	-23	-3	-10	-6	-9	0	-12	-0.9	-4
COc1ccc(Cn2nnnc2C(c2ccccc2Cl)N2CCC(C(N)=O)CC2)cc1 (stereo unspecified)	16	-12	3	-1	3	-5	-1	1	-0.7	8
COc1ccc(C(=O)N/N=C/c2ccc(N(C)c3ccccc3)cc2)cc1	16	-118	-15	-9	-4	-53	0	-451	2.5	-2
COc1ccccc1C(=O)C1CCCN(C(=O)c2cc(C(C)C)no2)C1 (stereo unspecified)	-17	-9	4	-5	-14	-6	-8	0	-0.1	-9
O=C(CCn1cncn1)N1CCCC(N2CCN(c3cccc(C(F)(F)F)c3)CC2)C1 (stereo unspecified)	8	-7	-2	2	-11	4	-5	0	-0.2	4
CCn1c(SCC(=O)c2ccccc2)nc2c(c1=O)SC(C)C2 (stereo unspecified)	5	7	-6	-2	-12	4	2	11*	0.1	-7

Given with each value named: 2 of the compounds above
> O=C(CCn1cncn1)N1CCCC(N2CCN(c3cccc(C(F)(F)F)c3)CC2)C1 (stereo unspecified)
  ASAP1 GAP inh: 8
  ADAM10 inh: -7
  ARFGAP1 inhibitor: -2
  Tn6 DDE FP: 2
  TDP2 absorb: -11
  ADAM17 inh: 4
  LEDGF integ inh: -5
  PLC-gamma1 inh: 0
  proKLK7 act: -0.2
  DDE Tn7 FP inh: 4
> CCn1c(SCC(=O)c2ccccc2)nc2c(c1=O)SC(C)C2 (stereo unspecified)
  ASAP1 GAP inh: 5
  ADAM10 inh: 7
  ARFGAP1 inhibitor: -6
  Tn6 DDE FP: -2
  TDP2 absorb: -12
  ADAM17 inh: 4
  LEDGF integ inh: 2
  PLC-gamma1 inh: 11*
  proKLK7 act: 0.1
  DDE Tn7 FP inh: -7

3 entries from above, field by field:
molecule: Cc1c(NC(=O)Cn2nc(C(F)(F)F)c3c2CCCC3)c(=O)n(-c2ccccc2)n1C
  ASAP1 GAP inh: 1
  ADAM10 inh: 8
  ARFGAP1 inhibitor: 10
  Tn6 DDE FP: 3
  TDP2 absorb: 1
  ADAM17 inh: -6
  LEDGF integ inh: 1
  PLC-gamma1 inh: -1
  proKLK7 act: 0.2
  DDE Tn7 FP inh: 6
molecule: COc1cc(OC)cc(C(=O)N[C@H](C(=O)OCC(=O)c2ccc3c(c2)NC(=O)CO3)C(C)C)c1
  ASAP1 GAP inh: 10
  ADAM10 inh: 1
  ARFGAP1 inhibitor: -4
  Tn6 DDE FP: -4
  TDP2 absorb: 0
  ADAM17 inh: 0
  LEDGF integ inh: 0
  PLC-gamma1 inh: -8
  proKLK7 act: 0.5
  DDE Tn7 FP inh: 4
molecule: COc1ccc(CCNC(=O)[C@H](C)NC(=O)[C@@H]2CSC3c4ccccc4C(=O)N32)cc1 (stereo partly specified)
  ASAP1 GAP inh: 5
  ADAM10 inh: -1
  ARFGAP1 inhibitor: 9
  Tn6 DDE FP: -4
  TDP2 absorb: 2
  ADAM17 inh: -1
  LEDGF integ inh: 3
  PLC-gamma1 inh: 6
  proKLK7 act: 0.0
  DDE Tn7 FP inh: -2
